High-throughput results (PubChem BioAssay)
sPLA2-III inh: Inhibits HGIII-sPLA2 liposome hydrolysis, primary screen; Q9NZ20; 370,000 tested, 0.56% active; AID 743126; QFRET BODIPY PC-A2 liposome hydrolysis, fluorescence; inhibition, % at 12.2 µM;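 active = inhibition above mean plus 3 SD of compounds lying within the high and low control bounds, cut at about 19% in these data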;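 note: 0% = median of test compound wells and 100% = no enzyme DMSO wells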
Tn6 DDE FP: inhibitors of Tn6 peptide binding to human fibrin DD(E); AID 720509; Fibrin DD(E) TRITC-Tn6 fluorescence polarization displacement; 370,000 tested, 0.21% active; P02675; inhibition, % at 8.3 µM;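 active = inhibition above a per-campaign cutoff: mean of compounds within control limits plus 3 SD, cut at about 15% in these data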;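 note: 0% = median of all compound wells on the plate and 100% = blocking peptide control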
ARFGAP1 inhibitor: inhibitors of rat ARFGAP1. Q62848. Arfgap1-stimulated ARF1 GTP hydrolysis, GDP FP detection. inhibition, % at 16.5 µM. 360,000 tested, 0.26% active;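 active = inhibition above a per-plate limit, mean inhibition of low control wells plus 3 SD, cut at about 25% in these data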;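 note: 0% = DMSO wells with enzyme and 100% = wells lacking Arfgap1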
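Material: rat Arfgap1 catalytic domain, aa 1-136; also added: human ARF1(Δ1-17)-GTP substrate; compound dosing: one concentration, 16.5 µM, DMSO 1.26%; incubation: GTP hydrolysis reaction 2 h at 25 °C; measured by: Tracer-displacement fluorescence polarization with EDTA stop, 620/688 nm; evaluation: % inhibition from polarization; repeats: one replicate per compound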
ASAP1 inh: inhibitors of human ASAP1 ArfGAP activity; ASAP1-stimulated ARF1 GTP hydrolysis, GDP FP detection; inhibition, % at 16.5 µM; 360,000 tested, 0.19% active; in the data active = inhibition above about 25%;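 note: 0% = vehicle with enzyme and substrate and 100% = no enzyme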
NPR1 activator: GC-A (human) enzyme activation | P16066 | HEK293 GC-A cells, cGMP TR-FRET, EC30 ANP; 0% at EC30 ANP, 100% saturating ANP | activation, % at 10 µM | 370,000 tested, 0.14% active | AID 1671463; in the data active = activation above about 40%
proKLK7 act: activators of human kallikrein-7 zymogen; P49862; purified proKLK7, EDANS-DABCYL substrate fluorescence; 100% is mature enzyme control, 0% vehicle; activation, % at 7 µM; 370,000 tested, 0.9% active; AID 652039;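 active = activation above the mean of all tested compounds plus 3 SD, computed per campaign excluding outliers beyond control limits, cut at about 13% in these data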
GAA850 FXN act: frataxin GAA850 promoter activation; HEK293 lucGAA850 FXN promoter luciferase reporter, 24 h; percent of 10 µM SAHA response; activation, % at 6 µM; 360,000 tested, 0.56% active; AID 540364;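 active = activation above the average of all compounds screened plus 3 SD, cutoff fixed separately per campaign, cut at about 7.5% in these data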;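 note: 0% = DMSO wells and 100% = 10 µM SAHA wells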
NPR2 activator: GC-B (human) receptor activation | HEK293-GC-B cells, CNP EC30, cGMP TR-FRET; 0% at EC30 CNP, 100% saturating CNP | activation, % at 10 µM | P20594 | 370,000 tested, 0.11% active;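 active = activation at 10 µM reaching about 35% in either raw or pattern-adjusted values, limit read from the data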
Target sequence (P20594 whole entry, looked up): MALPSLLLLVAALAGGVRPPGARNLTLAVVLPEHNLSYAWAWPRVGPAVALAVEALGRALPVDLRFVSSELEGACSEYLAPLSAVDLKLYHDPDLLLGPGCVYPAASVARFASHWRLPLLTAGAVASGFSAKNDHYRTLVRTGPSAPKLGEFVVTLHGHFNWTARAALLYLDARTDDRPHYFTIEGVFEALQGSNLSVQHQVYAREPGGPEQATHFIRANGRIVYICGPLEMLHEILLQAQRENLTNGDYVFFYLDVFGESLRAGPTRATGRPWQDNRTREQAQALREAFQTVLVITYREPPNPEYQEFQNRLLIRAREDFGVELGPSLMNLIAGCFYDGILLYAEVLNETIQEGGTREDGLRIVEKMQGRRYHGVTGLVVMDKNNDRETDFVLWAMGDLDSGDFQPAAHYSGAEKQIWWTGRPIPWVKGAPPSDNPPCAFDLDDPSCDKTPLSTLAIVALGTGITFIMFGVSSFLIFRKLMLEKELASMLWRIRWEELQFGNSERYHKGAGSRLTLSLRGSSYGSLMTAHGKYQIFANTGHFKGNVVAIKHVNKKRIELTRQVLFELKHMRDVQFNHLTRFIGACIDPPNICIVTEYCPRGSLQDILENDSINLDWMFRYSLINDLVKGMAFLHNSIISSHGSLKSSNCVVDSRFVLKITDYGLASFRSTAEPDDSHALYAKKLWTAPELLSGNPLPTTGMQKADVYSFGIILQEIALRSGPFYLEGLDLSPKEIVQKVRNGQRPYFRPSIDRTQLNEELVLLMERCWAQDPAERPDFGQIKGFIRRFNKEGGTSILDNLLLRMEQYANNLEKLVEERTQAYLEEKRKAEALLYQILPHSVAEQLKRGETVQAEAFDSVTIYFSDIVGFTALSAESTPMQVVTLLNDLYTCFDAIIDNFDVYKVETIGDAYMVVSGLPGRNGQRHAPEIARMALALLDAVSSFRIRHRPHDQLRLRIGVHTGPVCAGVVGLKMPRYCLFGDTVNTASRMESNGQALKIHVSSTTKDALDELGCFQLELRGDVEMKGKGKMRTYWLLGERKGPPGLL
ADAM10 inh: ADAM10 inhibition, QFRET primary screen; O14672; recombinant ADAM10, EDANS/DABCYL FRET peptide cleavage, 3 h; inhibition, % at 7 µM; 370,000 tested, 0.62% active;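 active = inhibition above a per-campaign cutoff equal to the mean of compounds falling between control-based bounds plus 3 SD, cut at about 20% in these data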;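 note: 0% = DMSO wells while the 100% control is not disclosed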
rCAG binder: r(CAG) repeat RNA binding | TO-PRO-1 dye displacement fluorescence | inhibition, % at 3 µM | 370,000 tested, 1.3% active | AID 651821;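 active = inhibition above the plate cutoff, the mean of all test compounds on that plate plus 3 SD, cut at about 35% in these data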;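 note: 0% = DMSO alone and 100% = 100 µM mitoxantrone as full dye displacement; higher means more dye released from RNA so lower well fluorescence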
* = called active by the depositor; i = inactive; . = no result given.

Second line of a record: ARFGAP1 inhibitor	ASAP1 inh	NPR2 activator	Tn6 DDE FP	GAA850 FXN act	sPLA2-III inh	proKLK7 act	rCAG binder	ADAM10 inh	NPR1 activator
> CCCCC(c1nnnn1CS(=O)(=O)c1ccc(C)cc1)N1CCN(c2ccccc2)CC1 (stereo not given)
→ 4	1	-2	-6	-3.2	-6	0.0	0	6	3
> O=C(NCCc1ccc2c(c1)OCCO2)c1ccccc1F
→ 3	2	3	-6	5.4	0	0.2	-1	-1	-5
> COc1ccc(NC(=O)CC(C)=O)c(OC)c1
→ 5	0	-1	6	1.7	1	0.1	-5	-3	5
> CCN(CC)c1ccc(/C=N/n2c(=S)[nH]nc(C)c2=O)cc1
→ -1	10	2	3	-1.7	7	-0.5	4	1	-1
> COc1ccc(S(=O)(=O)C(C#N)c2nc3ccccc3nc2N2CCCC(C)C2)cc1 (stereo not given)
→ 2	-3	4	-8	-1.6	-20	-2.6	68*	-356	-3
> Cc1n[nH]c(=O)c2c(NC(=O)CSc3cc(Cl)ccc3Cl)oc(C)c12
→ 4	13	0	-4	-1.4	-1	-0.7	3	-10	1
> CSc1cccc(NC(=O)c2ccccc2N(C)S(C)(=O)=O)c1
→ 9	-7	-3	7	0.1	2	-0.6	-1	-2	0
> O=C(COC(=O)/C=C/c1ccc(C(F)(F)F)cc1)NCc1ccco1
→ -5	1	-2	-2	-2.1	5	-0.7	0	2	0
> Cc1nonc1NC(=O)CSc1nnc(N)s1
→ -4	-6	5	1	-0.1	-1	0.1	2	4	8
> O=C(/C=C/Sc1ncn[nH]1)c1ccc(Cl)cc1
→ -5	9	0	4	23*	-22	-0.1	0	-2	65*
> CC(NS(=O)(=O)c1ccccc1)C(=O)Nc1ccc(S(N)(=O)=O)cc1 (stereo not given)
→ -3	1	5	-4	-1.1	1	-0.7	3	3	2
> COc1ccc(C(C(=O)N(C)C2CCCC2)N(Cc2ccc(F)cc2)C(=O)c2csc3ccc(Cl)cc23)cc1OC (stereo not given)
→ .	.	-18	-2	.	-12	0.7	9	11	-17
> COC(=O)c1ccc(=O)n(Cc2ccc3c(c2)OCO3)c1
→ -10	5	-11	-5	-0.7	0	-0.1	1	-1	5
> CCOc1ccccc1CN1CCNC(=O)C1CC(=O)N(C)CCC1CCOCC1 (stereo not given)
→ -2	13	-7	1	0.3	2	0.3	-2	2	3
> CC(C)n1cc(/C=N/NC(=O)COc2cccc3cccnc23)c2ccccc21
→ 1	7	3	8	2.7	-2	-0.3	1	0	2
> CCCN(CCC)CCCNC(=O)CNC(=O)c1nn(-c2ccc(OC)cc2)c(=O)c2ccccc12
→ 7	9	4	8	1.4	-3	-0.9	-3	0	2
> Cc1cccc(/C=N/NC(=O)Cn2nc(C)cc2C)n1
→ 0	10	1	5	-1.2	-1	-0.1	-2	-11	1
> O=C(Nc1c(-c2ccccc2)nc2sccn12)c1ccccc1
→ 2	-6	1	2	-2.2	-1	-0.5	-2	0	8
> O=C(O)COc1ccccc1/C=N/NC(=O)Cc1csc(Nc2cccc(C(F)(F)F)c2)n1
→ 22	37*	3	-18	2.9	-32	0.6	59*	4	-3
> CCC(=O)N(CCc1ccccc1C)Cc1cc2cc3c(cc2[nH]c1=O)OCO3
→ -1	2	1	8	-1.8	8	-0.2	-1	-39	1
> CCC(C)c1ccc(OCCCCN2CCOCC2)cc1 (stereo not given)
→ 5	-15	4	7	2.6	-3	0.3	-8	4	1
> CCCC(=O)Nc1ccc(S(=O)(=O)N2CCc3ccccc32)cc1
→ 12	8	-2	4	0.5	-6	-0.2	3	-2	-13
> Cc1ccc(CNC(=O)C2CC(c3ccccc3C(F)(F)F)=NO2)o1 (stereo not given)
→ 1	7	6	12	-0.7	-4	-0.5	38*	2	0
> C=Cc1ccc(COC(=O)c2cn(CC)c3nc(C)ccc3c2=O)cc1
→ -2	-5	-5	5	1.6	-8	0.3	1	6	-1
> CC(C)NC(=O)Nc1ccc2c(c1)C(=O)N([C@H](C)CO)C[C@H](C)[C@@H](CN(C)S(=O)(=O)c1ccc(F)cc1)O2
→ -17	3	0	11	-0.3	-2	0.2	-6	-2	4
> O=C(Nc1cccc(S(=O)(=O)NCc2ccco2)c1)c1ccc(Cl)cc1
→ 2	-9	0	-4	-1.9	-15	0.1	5	-5	-2
> COc1ccc(S(=O)(=O)N2CCC(C(=O)Nc3cccc(C(C)=O)c3)CC2)cc1
→ -6	-6	-12	-2	4.4	-15	0.5	1	6	-6
> CSc1nsc(SC)c1C(=O)NC(=O)Nc1cccnc1
→ -5	-2	4	-2	0.1	4	0.1	0	-3	3
> O=C(Nc1nc2nc(-c3ccccc3)cc(=O)n2[nH]1)c1ccccc1
→ -2	-3	5	2	0.3	3	0.6	2	-2	4
> COc1ccc2c3c(cccc13)C(=O)CC2
→ 7	-4	4	36*	3.4	-373	11	i	-26	5
> O=C(NC(=S)N1CCN(C/C=C/c2ccccc2)CC1)c1ccco1
→ 1	1	1	2	-1.0	1	0.2	-2	-1	2
> CC1CN(CC(O)COCc2ccc3c(c2)OCO3)CC(C)O1 (stereo not given)
→ 0	0	-2	-4	1.3	2	0.8	-6	1	0
> CC(C)c1ccc2c(c1)C(c1cccs1)=NNC(c1ccncc1)=N2
→ 1	-3	-1	1	0.9	1	0.0	5	3	4
> CS(=O)(=O)N1CCN(C2CCN(Cc3ccccc3)CC2)CC1
→ 2	-5	12	-10	-1.1	1	-0.5	-2	-6	1
> O=C(Nc1cc(S(=O)(=O)N2CCOCC2)ccc1N1CCOCC1)c1c(F)cccc1Cl
→ 1	-1	4	5	0.8	12	0.1	3	-19	-4
> CCN(CC(=O)Nc1cc(Cl)ccc1C)CC(=O)NC1CC1
→ 1	20	0	-2	2.1	4	-0.3	0	-14	2
> CC(=O)N1CCOc2ccc(S(=O)(=O)NCCc3cccc(C)c3)cc21
→ -12	-19	0	2	1.4	-9	-0.2	-1	-3	5
> O=C(NC1CCCCC1)C(c1ccco1)N(C(=O)C(F)(F)F)C1CC1 (stereo not given)
→ -4	-7	-7	-5	0.0	0	-1.2	-4	-2	2
> CCCCCCn1cc(CN2CC(N3CCN(CCO)CC3)CS2(=O)=O)nn1 (stereo not given)
→ 10	-4	4	2	.	7	0.4	0	-7	2
> O=C(NCc1ccco1)C1CCCN(c2nnc(-n3cccc3)s2)C1 (stereo not given)
→ -15	-13	4	3	1.1	-1	-0.5	3	-6	3
> Nc1nc(NCCN2CCOCC2)nc(NCc2ccccc2)c1[N+](=O)[O-]
→ -4	-9	5	-4	1.2	-5	-0.3	-3	-1	-1
> COc1cccc(CNC(=O)CCl)c1
→ 5	3	-1	-2	-0.1	3	-0.7	-1	11	3
> CC(C)(C)c1cc(C(=O)NCc2ccco2)ccn1
→ -12	-1	4	7	-2.0	-1	0.7	1	-5	3
> Cc1nn(CC(=O)Nc2ccc(C(=O)N3CCCC3)cc2)c(=O)c2ccccc12
→ -16	2	1	-5	0.4	-6	0.2	-4	-5	4
> CC(NC(=O)CSc1ccc(S(=O)(=O)N2CCOCC2)cn1)c1ccc(Cl)cc1Cl (stereo not given)
→ 7	7	-2	-4	2.5	9	-0.2	8	-6	-3
> COc1ccc(NC(=S)Nn2cnnc2)cc1OC
→ 5	0	2	3	1.6	8	0.0	1	-5	-1
> CCN(CCNC(=O)CC1Oc2ccccc2NC1=O)c1ccccc1 (stereo not given)
→ -11	7	-2	-2	-2.0	2	0.6	0	-11	-5
> NCCNc1ccc([N+](=O)[O-])c(NC2CC2)c1
→ 15	3	-15	0	-0.1	3	-0.2	5	3	-2
> Cc1ccc2nc(-c3cccc(S(=O)(=O)N4CC(C)OC(C)C4)c3)cn2c1 (stereo not given)
→ 15	-2	-6	-4	1.9	1	-0.2	-2	-18	0
> COC(=O)c1ccccc1Nc1ccccc1
→ -21	-3	-3	-1	0.2	2	0.1	0	-4	-6
> Cc1ccc(NC(=O)CS(=O)CC(=O)N(c2ccccc2F)C(C)C(=O)NC2CCCC2)cc1 (stereo not given)
→ -5	0	-7	6	-1.4	5	0.6	-7	11	3
> CCOc1ccc2c(c1)c1nnc(SCC(=O)N3CCC(C)CC3)nc1n2C
→ -5	14	2	4	-1.3	1	0.2	2	0	12

Reprinted from the listing (13 entries):
Second line of a record: ARFGAP1 inhibitor	ASAP1 inh	NPR2 activator	Tn6 DDE FP	GAA850 FXN act	sPLA2-III inh	proKLK7 act	rCAG binder	ADAM10 inh	NPR1 activator
> O=C(NCc1ccco1)C1CCCN(c2nnc(-n3cccc3)s2)C1 (stereo not given)
→ -15	-13	4	3	1.1	-1	-0.5	3	-6	3
> Nc1nc(NCCN2CCOCC2)nc(NCc2ccccc2)c1[N+](=O)[O-]
→ -4	-9	5	-4	1.2	-5	-0.3	-3	-1	-1
> COc1cccc(CNC(=O)CCl)c1
→ 5	3	-1	-2	-0.1	3	-0.7	-1	11	3
> CC(C)(C)c1cc(C(=O)NCc2ccco2)ccn1
→ -12	-1	4	7	-2.0	-1	0.7	1	-5	3
> Cc1nn(CC(=O)Nc2ccc(C(=O)N3CCCC3)cc2)c(=O)c2ccccc12
→ -16	2	1	-5	0.4	-6	0.2	-4	-5	4
> CC(NC(=O)CSc1ccc(S(=O)(=O)N2CCOCC2)cn1)c1ccc(Cl)cc1Cl (stereo not given)
→ 7	7	-2	-4	2.5	9	-0.2	8	-6	-3
> COc1ccc(NC(=S)Nn2cnnc2)cc1OC
→ 5	0	2	3	1.6	8	0.0	1	-5	-1
> CCN(CCNC(=O)CC1Oc2ccccc2NC1=O)c1ccccc1 (stereo not given)
→ -11	7	-2	-2	-2.0	2	0.6	0	-11	-5
> NCCNc1ccc([N+](=O)[O-])c(NC2CC2)c1
→ 15	3	-15	0	-0.1	3	-0.2	5	3	-2
> Cc1ccc2nc(-c3cccc(S(=O)(=O)N4CC(C)OC(C)C4)c3)cn2c1 (stereo not given)
→ 15	-2	-6	-4	1.9	1	-0.2	-2	-18	0
> COC(=O)c1ccccc1Nc1ccccc1
→ -21	-3	-3	-1	0.2	2	0.1	0	-4	-6
> Cc1ccc(NC(=O)CS(=O)CC(=O)N(c2ccccc2F)C(C)C(=O)NC2CCCC2)cc1 (stereo not given)
→ -5	0	-7	6	-1.4	5	0.6	-7	11	3
> CCOc1ccc2c(c1)c1nnc(SCC(=O)N3CCC(C)CC3)nc1n2C
→ -5	14	2	4	-1.3	1	0.2	2	0	12
